Assay outcomes: PubChem, several laboratories
Glyco luc inh – blocks N-linked glycosylation in D54 reporter cells | reporter increase, % at 12.5 µM | 360,000 compounds, 0.23% hits | D54 ERlucT glycosylation luciferase reporter, 24 h; percent of 100 nM tunicamycin response;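 active means mean luciferase reporter signal, scaled so untreated is 0 and the glycosylation-blocking control 100, at or above a set limit in every replicate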;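 further: luciferase carries N-glycosylation sites so blocking glycosylation raises the light; 0% = median of neutral control wells and 100% = median of 100 nM tunicamycin wells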
Vif inh – inhibitors of HIV Vif | HEK293T cells, Vif self-association by quenched fluorescence, imaging, 24 h | 340,000 compounds, 0.35% hits | inhibition, % at 7.49 µM; in the data active means inhibition above about 50%, passing the limit was not always enough; further: some results filed as inactive read as strong as hits
m5-HT2A agonist – activates the mouse 5-HT2A serotonin receptor | activation, % at 7.6 µM | 360,000 compounds, 0.66% hits | CHO-K1 mHTR2A beta-arrestin complementation, luminescence; percent of 30 µM serotonin response | P35363;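 active means activation above a run cutoff, the mean activation of all tested compounds plus 3 SD, cut at about 14% in these data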;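 further: 0% = plate median of compound wells and 100% = 30 µM serotonin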
Target sequence (P35363 whole entry, looked up): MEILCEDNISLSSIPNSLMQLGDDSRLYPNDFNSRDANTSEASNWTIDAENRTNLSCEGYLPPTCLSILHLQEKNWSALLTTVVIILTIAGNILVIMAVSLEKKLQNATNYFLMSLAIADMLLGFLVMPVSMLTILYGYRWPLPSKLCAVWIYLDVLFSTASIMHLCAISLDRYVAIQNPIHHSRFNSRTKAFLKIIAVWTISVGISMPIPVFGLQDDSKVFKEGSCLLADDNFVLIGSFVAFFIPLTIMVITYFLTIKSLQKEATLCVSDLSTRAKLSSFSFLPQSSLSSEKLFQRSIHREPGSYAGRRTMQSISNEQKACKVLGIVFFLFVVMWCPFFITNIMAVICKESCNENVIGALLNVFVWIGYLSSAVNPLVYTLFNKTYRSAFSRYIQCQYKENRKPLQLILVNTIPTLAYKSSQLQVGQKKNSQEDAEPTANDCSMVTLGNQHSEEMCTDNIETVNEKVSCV
H9c2 protect – myocardial damage modulation in H9c2 cells. 360,000 compounds, 0.63% hits. protection from H2O2 cell death, % at 20 µM. H9c2 cardiomyocytes, H2O2 injury protection, ATPLite, 2 h;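 active means compounds giving at least 50% protection of heart cells from peroxide-induced death in the single-dose screen, raw or plate-pattern-corrected value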;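 further: 0% = DMSO wells with peroxide and 100% = DMSO wells without peroxide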
hiPSC survival – increases survival of single human iPS cells | 360,000 compounds, 0.044% hits | AID 602274 | hiPSC single-cell survival, ATPlite luminescence; 100% = ROCK inhibitor wells, 0% = DMSO | survival enhancement, % at 20 µM; in the data active means survival enhancement above about 18%;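 further: cells exposed to compounds for 16 hours before the ATP read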
Granule exo inh – blocks lytic granule exocytosis | TALL-104 LAMP-1 surface exposure, flow cytometry; cells stimulated with thapsigargin and PMA | inhibition, % at 10 µM | 360,000 compounds, 0.66% hits | AID 651702;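 active means inhibition above about 55%, limit read from the data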
CaV13 ICDI inh – Disruptors of the CACNA1D IQ motif to Ca2+-dependent inactivation inhibitor domain association, primary screening, Förster resonance energy transfer in intact living …; AID 743397; inhibition, % at 12.3 µM; HEK cells, CFP/YFP FRET ICDI-IQ, plate reader, 10 min; percent FRET-ratio fall versus neutral wells; 340,000 compounds, 0.098% hits;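 active means mean replicate inhibition of at least 30% and at least 1% of replicates passing that level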;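 further: 0% = median of the neutral control wells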
PDI turbidity – inhibitors of human protein disulfide isomerase. 350,000 compounds, 0.052% hits. P07237. PDI insulin aggregation turbidity, A650, 90 min. inhibition, % at 10 µM;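 active means mean inhibition across replicates of 30% or more, whatever share of single replicates reach that level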;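 further: absorbance from insulin aggregation driven by PDI reduction with DTT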
Target sequence (P07237 whole entry, looked up): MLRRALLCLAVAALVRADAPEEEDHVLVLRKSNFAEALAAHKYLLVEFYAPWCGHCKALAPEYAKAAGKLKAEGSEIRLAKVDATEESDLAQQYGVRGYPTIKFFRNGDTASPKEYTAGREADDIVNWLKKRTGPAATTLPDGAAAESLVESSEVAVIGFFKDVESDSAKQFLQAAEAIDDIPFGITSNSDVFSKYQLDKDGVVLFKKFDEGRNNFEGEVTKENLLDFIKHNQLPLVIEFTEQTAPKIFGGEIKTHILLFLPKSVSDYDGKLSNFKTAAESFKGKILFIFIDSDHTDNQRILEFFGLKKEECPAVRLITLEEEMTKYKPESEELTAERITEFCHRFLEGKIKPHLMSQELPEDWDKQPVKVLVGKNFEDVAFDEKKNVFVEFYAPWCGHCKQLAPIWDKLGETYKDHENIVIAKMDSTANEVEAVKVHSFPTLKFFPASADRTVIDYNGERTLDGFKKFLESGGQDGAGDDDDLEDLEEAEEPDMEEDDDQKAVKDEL
ABCB6 inh MLPCN – inhibitors of human ABC transporter ABCB6 | Q9NP58 | K562-ABCB6 porphyrin accumulation, flow cytometry, 1 h; active compounds read low | fluorescence ratio to DMSO, % at 10 µM | 360,000 compounds, 0.19% hits | AID 602162;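 active means fluorescence ratio to DMSO below 75%, the collection mean minus 3 SD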;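 further: signal is porphyrin accumulated inside mitochondria; 100% equals median channel fluorescence of DMSO control wells; lower ratio means ABCB6 inhibition with less porphyrin fluorescence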
aDG glyco act – increases alpha dystroglycan glycosylation; activation, % at 10 µM; 360,000 compounds, 0.22% hits; Pro5-aDG cells, alpha-DG glycosylation AlphaScreen (IIH6); 0% Pro5, 100% B10-LARGE cell signal;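 active means activation of at least 8% versus controls, or a plate z-score of at least 8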;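 further: Pro5 are CHO cells carrying HIG-tagged alpha-DG that lacks glycosylation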
* = called active by the depositor; x = no result given.

1) Cc1cc(NC(=O)C(C)SCC(=O)N(C)CC(=O)Nc2ccc(F)cc2)no1 (stereo unspecified)
2) O=C1c2ccncc2C(=O)N1CNc1ccc(Cl)cc1
3) Cc1nc2cc(Cl)ccc2c(=O)n1Cc1ccncc1
4) Nc1nc(SCC(=O)c2ccc([N+](=O)[O-])cc2)n[nH]1
5) Cc1ccc(S(=O)(=O)N2CCC(C(=O)NCc3ccccc3CN3CCCC3)CC2)cc1
6) Cc1ccccc1CN1C(=O)C(O)(CC(=O)c2ccncc2)c2ccccc21 (stereo unspecified)

assay / entry,1,2,3,4,5,6
Glyco luc inh,0,3,1,0,-3,0
Vif inh,3,9,4,-2,2,-3
m5-HT2A agonist,-6,1,-8,-4,5,0
H9c2 protect,8,0,-2,-4,7,-15
hiPSC survival,-0.2,-1.1,1.4,-1.8,-0.3,0.4
Granule exo inh,-4,-2,2,0,0,18
CaV13 ICDI inh,-2,-18,-19,-17,-4,x
PDI turbidity,-1,8,1,12,-4,-6
ABCB6 inh MLPCN,101,96,98,101,98,103
aDG glyco act,0.0,0.3,-0.1,0.2,-0.4,0.5

7) CS(=O)(=O)Nc1ccc(C(=O)Nc2ccccc2C(=O)NCc2ccco2)cc1
8) Cc1ccc(CNC(=O)C(C)OC(=O)c2ccco2)cc1 (stereo unspecified)
9) N#C/C(=C\c1ccco1)c1nc2ccccc2s1
10) CC(=O)c1sc(-c2ccccc2Cl)nc1C
11) Cc1ccc(C(=O)Nc2ccc(CN3CCS(=O)(=O)CC3)cc2)cc1C
12) O=C1C2ON(c3ccccc3)C(c3ccccc3F)C2C(=O)N1c1ccccc1 (stereo unspecified)

assay / entry,7,8,9,10,11,12
Glyco luc inh,1,-1,-8,0,-2,0
Vif inh,5,-8,x,-4,0,10
m5-HT2A agonist,-3,12,-2,1,9,8
H9c2 protect,4,7,-23,-3,-3,0
hiPSC survival,-0.4,2.6,-3.4,2.3,-0.6,0.8
Granule exo inh,1,0,-5,-3,-2,-2
CaV13 ICDI inh,x,-8,-7,-2,-5,-7
PDI turbidity,-6,2,2,11,-1,2
ABCB6 inh MLPCN,94,98,109,96,97,90
aDG glyco act,0.0,-0.1,-0.4,-0.1,0.1,0.0

4 compounds out of the list above, arranged by the value under ABCB6 inh MLPCN, high to low:
item | SMILES | Glyco luc inh | Vif inh | m5-HT2A agonist | Granule exo inh | CaV13 ICDI inh | PDI turbidity | ABCB6 inh MLPCN | aDG glyco act
6 | Cc1ccccc1CN1C(=O)C(O)(CC(=O)c2ccncc2)c2ccccc21 (stereo unspecified) | 0 | -3 | 0 | 18 | x | -6 | 103 | 0.5
4 | Nc1nc(SCC(=O)c2ccc([N+](=O)[O-])cc2)n[nH]1 | 0 | -2 | -4 | 0 | -17 | 12 | 101 | 0.2
8 | Cc1ccc(CNC(=O)C(C)OC(=O)c2ccco2)cc1 (stereo unspecified) | -1 | -8 | 12 | 0 | -8 | 2 | 98 | -0.1
2 | O=C1c2ccncc2C(=O)N1CNc1ccc(Cl)cc1 | 3 | 9 | 1 | -2 | -18 | 8 | 96 | 0.3

Later entries:
13) Cc1ccc(/C=C2\SC(N3CCCCC3)=NC2=O)cc1
14) O=C(C[n+]1ccc(Cc2ccccc2)cc1)Nc1ccc([N+](=O)[O-])cc1Cl
15) COC(=O)Cc1[nH]n(-c2nc3ccccc3s2)c(=O)c1C(C)=Nc1ccc(C)cc1
16) CN(C)C(CNC(=O)CN1C(=O)NC2(CCCC2)C1=O)c1ccccc1 (stereo unspecified)
17) Cc1ccc(CNC(=O)CSc2nc3c(sc4ccccc43)c(=O)n2CCCN2CCCC2)cc1
18) O=c1c2cc(N3CCOCC3)ccc2[nH]c(=S)n1Cc1ccccc1Cl

assay / entry,13,14,15,16,17,18
Glyco luc inh,1,2,-7,4,-10,-3
Vif inh,-4,5,4,13,-1,-9
m5-HT2A agonist,1,2,3,8,-5,2
H9c2 protect,0,-1,-28,-3,-11,-4
hiPSC survival,-0.7,0.0,-1.4,2.9,-0.9,0.5
Granule exo inh,2,-6,-1,18,52,-2
CaV13 ICDI inh,-3,8,-2,-2,-18,-7
PDI turbidity,-5,-2,4,4,1,1
ABCB6 inh MLPCN,101,103,98,97,91,103
aDG glyco act,0.0,-0.2,-0.2,-0.1,0.8,0.6

19) O=S(=O)(c1ccccc1)N1CCN(Cc2ccccc2)CC1
20) COc1ccc(NC(=O)CSCC(=O)N2CCN(c3cccc(C(F)(F)F)c3)CC2)cc1
21) C/C(CC(=O)Nc1ccc(Cl)c(Cl)c1)=N\NC(=O)C(=O)N1CCCCC1
22) CCOC(=O)c1ccc(CNC(=O)c2n[nH]c(=O)c3ccccc23)o1
23) Cc1ccccc1CC1(CO)CCCN(C(=O)Cc2c(F)ccc(F)c2F)C1 (stereo unspecified)
24) Cc1ccc(SCCN)cc1C

assay / entry,19,20,21,22,23,24
Glyco luc inh,1,-1,0,2,-2,1
Vif inh,-1,0,-3,-4,-2,3
m5-HT2A agonist,4,2,-7,0,-3,21*
H9c2 protect,4,-3,-2,36,-8,1
hiPSC survival,0.2,-0.5,1.9,2.0,-0.4,-2.3
Granule exo inh,-8,-3,-1,0,-6,1
CaV13 ICDI inh,-6,-2,-4,-5,-10,-22
PDI turbidity,0,-1,-2,5,5,8
ABCB6 inh MLPCN,93,93,100,101,97,94
aDG glyco act,0.2,0.0,-0.2,0.0,0.1,-0.3

25) Oc1ccc(/C=N/NC(=S)Nc2cccnc2)c(O)c1
26) Cn1c(SCc2ccccc2Cl)nc(C(F)(F)F)cc1=O
27) COc1ccc(CCn2c(-c3ccco3)nc3nc4ccccc4nc32)cc1
28) O/N=C/c1ccc(OCc2ccccc2F)c(Cl)c1
29) O=C(CSc1nc2ccccc2[nH]1)c1ccco1
30) COc1ccc(-c2cc(C(F)(F)F)n3nc(C(=O)Nc4c(C)n(C)n(-c5ccccc5)c4=O)c(Cl)c3n2)cc1

assay / entry,25,26,27,28,29,30
Glyco luc inh,-7,-4,4,-8,1,-9
Vif inh,-11,6,6,-6,9,6
m5-HT2A agonist,-4,-1,1,8,-4,0
H9c2 protect,8,-6,12,-18,-5,5
hiPSC survival,-1.1,-4.4,0.5,-1.8,-0.8,1.0
Granule exo inh,3,-2,1,-3,-2,1
CaV13 ICDI inh,-6,-9,-5,-19,-5,-5
PDI turbidity,-9,-9,3,-22,-11,-10
ABCB6 inh MLPCN,98,104,136,89,97,98
aDG glyco act,0.2,0.0,0.1,0.5,0.8,-0.1

31) Nc1ccc2c(c1)C(=NO)c1cc([N+](=O)[O-])ccc1-2
32) CCN1CCN(C(c2cccs2)C(C)NS(=O)(=O)c2ccccc2)CC1 (stereo unspecified)
33) Cc1[nH]c2ccc(C(=O)N3CCN(c4ccc(F)cc4)CC3)cc2c1C
34) CCOc1ccc2oc(C(=O)OC(C(=O)NC(N)=O)C(C)C)c(C)c2c1 (stereo unspecified)
35) O=C(CN1C(=O)/C(=C\c2ccccc2Br)Oc2ccccc21)NCCCN1CCOCC1
36) Cc1ccc(SCCC(=O)Nc2ccccc2C(=O)NC2CCCCC2)cc1

assay / entry,31,32,33,34,35,36
Glyco luc inh,5,-3,4,2,-2,-3
Vif inh,0,17,5,0,-4,3
m5-HT2A agonist,2,0,-10,3,3,5
H9c2 protect,-3,13,0,-3,3,-14
hiPSC survival,-1.8,0.5,-0.4,0.8,-0.2,2.5
Granule exo inh,3,-2,-9,-2,34,-2
CaV13 ICDI inh,-7,-6,-15,-6,-16,-3
PDI turbidity,-27,x,6,-3,13,16
ABCB6 inh MLPCN,125,94,100,99,98,105
aDG glyco act,-0.6,-0.1,0.0,0.3,0.3,0.0

Copied from above: compounds 35 to 36
35) O=C(CN1C(=O)/C(=C\c2ccccc2Br)Oc2ccccc21)NCCCN1CCOCC1
36) Cc1ccc(SCCC(=O)Nc2ccccc2C(=O)NC2CCCCC2)cc1

assay / entry,35,36
Glyco luc inh,-2,-3
Vif inh,-4,3
m5-HT2A agonist,3,5
H9c2 protect,3,-14
hiPSC survival,-0.2,2.5
Granule exo inh,34,-2
CaV13 ICDI inh,-16,-3
PDI turbidity,13,16
ABCB6 inh MLPCN,98,105
aDG glyco act,0.3,0.0

Further records.
37) CC(Oc1ccc(F)cc1F)C(=O)NNC(=S)NCC1CCCO1 (stereo unspecified)
38) O=C(O)c1ccc(NC(=O)c2ccc3c(c2)C(=O)N(c2ccccc2)C3=O)cc1
39) CCC(c1nnnn1-c1ccc2c(c1)OCCO2)N1CCN(c2ccc(C(F)(F)F)cn2)CC1 (stereo unspecified)
40) CC[C@]12c3[nH]c4ccc(OC)cc4c3CCN1C(=O)C(CC(=O)NCCC1=CCCCC1)C[C@@H]2C(=O)N1CCN(C(=O)C2CC2)CC1 (stereo partly specified)
41) COc1ccc(Cl)cc1S(=O)(=O)N1CCN(C(=O)c2cc(OC)c(OC)c(OC)c2)CC1
42) Cc1cccc(C)c1OCC(=O)Nc1cccc(S(=O)(=O)N2CCCC2)c1

assay / entry,37,38,39,40,41,42
Glyco luc inh,4,1,x,1,2,-1
Vif inh,-2,20,x,-3,14,x
m5-HT2A agonist,1,-4,5,-4,-4,-1
H9c2 protect,6,4,x,-15,-5,-8
hiPSC survival,0.7,-0.6,-0.5,-1.1,-1.8,-0.5
Granule exo inh,-3,-1,8,-4,0,-1
CaV13 ICDI inh,-2,-13,-6,-10,-4,-4
PDI turbidity,3,1,x,3,3,1
ABCB6 inh MLPCN,99,105,99,102,104,97
aDG glyco act,-0.2,-0.1,-0.1,-0.3,-0.3,0.2

43) C[C@H](CO)N1C[C@H](C)[C@@H](CN(C)CC2CCCCC2)Oc2c(NS(=O)(=O)c3cn(C)cn3)cccc2C1=O
44) O=C(O)C1C2C=CC(C2)C1C(=O)NC(c1ccccc1)c1ccccc1 (stereo unspecified)
45) CC(C)C[C@H]1CN=C(Nc2ccccc2)N1CC1CCC(C)CC1 (stereo partly specified)
46) CCn1nc(C(=O)Nc2ccc(S(=O)(=O)Nc3nccs3)cc2)c2ccccc2c1=O
47) Cc1cc2nc(-c3ccc(SCC(=O)N4CCc5ccccc54)nc3)[nH]c2cc1C

assay / entry,43,44,45,46,47
Glyco luc inh,0,0,-4,0,-2
Vif inh,13,x,x,-18,7
m5-HT2A agonist,-2,3,-1,5,4
H9c2 protect,5,3,-2,-4,-14
hiPSC survival,-0.6,-0.9,-0.1,1.3,-5.4
Granule exo inh,-3,1,17,-2,0
CaV13 ICDI inh,-5,-5,x,-4,-10
PDI turbidity,13,0,-2,-4,-6
ABCB6 inh MLPCN,93,91,96,96,90
aDG glyco act,0.2,-0.1,0.6,0.4,-0.3
